POLI inh = blocks human DNA polymerase iota activity. Q9UNA4. Pol iota fluorescent replication assay, 10 min. actives 1% (n = 390,000). Potency, µM (doses to about 115 µM), for the others: top-dose activity, negative = inhibition, most hits filed as inhibitors. AID 588590; also: potency is read from the fitted curve at half-maximal effect
Target sequence (Q9UNA4 whole entry, looked up): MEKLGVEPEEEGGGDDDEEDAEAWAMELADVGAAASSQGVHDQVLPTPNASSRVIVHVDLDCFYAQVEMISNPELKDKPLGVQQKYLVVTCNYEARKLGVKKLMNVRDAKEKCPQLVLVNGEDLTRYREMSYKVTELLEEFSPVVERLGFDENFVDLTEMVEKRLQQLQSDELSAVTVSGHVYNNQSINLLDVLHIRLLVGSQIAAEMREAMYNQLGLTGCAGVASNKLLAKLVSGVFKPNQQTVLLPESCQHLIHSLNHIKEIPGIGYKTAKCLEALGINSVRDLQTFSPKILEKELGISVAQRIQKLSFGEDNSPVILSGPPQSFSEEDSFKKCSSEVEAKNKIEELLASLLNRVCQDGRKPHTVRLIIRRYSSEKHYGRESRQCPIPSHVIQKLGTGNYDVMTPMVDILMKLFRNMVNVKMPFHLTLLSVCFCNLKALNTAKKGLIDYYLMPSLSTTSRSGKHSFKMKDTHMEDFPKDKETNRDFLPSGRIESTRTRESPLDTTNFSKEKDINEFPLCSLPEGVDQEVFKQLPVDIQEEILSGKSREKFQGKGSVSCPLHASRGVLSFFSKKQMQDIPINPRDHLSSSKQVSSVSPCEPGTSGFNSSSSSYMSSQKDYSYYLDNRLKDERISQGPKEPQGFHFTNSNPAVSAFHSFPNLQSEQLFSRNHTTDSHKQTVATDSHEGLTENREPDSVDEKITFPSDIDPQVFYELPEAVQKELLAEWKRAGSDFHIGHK
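Pol iota at 10 nM preincubated 15 min with compounds at room temperature; reaction started with fluorescent substrate, 50 nM final. Fluorescence read kinetically at 0 and 10 min; buffer-only wells as negative control.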
POLB inh = DNA polymerase beta (human) inhibition; Pol beta primer extension/strand displacement, fluorescence kinetic; Potency, µM (doses to about 114 µM), inactives show at the highest dose activity change, negative = inhibition, hits mostly inhibitors; actives 1.3% (n = 340,000); AID 485314; also: potency is read from the fitted curve at half-maximal effect; % is scaled to controls: 0 for no effect and ±100 for the full control effect
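Kinetic readout of DNA synthesis with strand displacement by Pol beta. Compound and 10 nM enzyme sit 15 min at room temperature; 50 nM substrate starts the reaction, read immediately and at 10 min.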
APE1 inh = inhibitors of human APE1 endonuclease | P27695 | actives 0.35% (n = 350,000) | Potency, µM (titrated, usually from 65.8 µM), for inactives: at the top dose activity change, negative = inhibition, most hits filed as inhibitors | recombinant APE1, TAMRA/BHQ-2 abasic DNA cleavage fluorescence;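 also: potency is read from the fitted curve at half-maximal effect; plate controls were vehicle for no effect and reference inhibitor for full effect; nearly all actives have a fitted effect of over 55% in size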
Target sequence (P27695 whole entry, looked up): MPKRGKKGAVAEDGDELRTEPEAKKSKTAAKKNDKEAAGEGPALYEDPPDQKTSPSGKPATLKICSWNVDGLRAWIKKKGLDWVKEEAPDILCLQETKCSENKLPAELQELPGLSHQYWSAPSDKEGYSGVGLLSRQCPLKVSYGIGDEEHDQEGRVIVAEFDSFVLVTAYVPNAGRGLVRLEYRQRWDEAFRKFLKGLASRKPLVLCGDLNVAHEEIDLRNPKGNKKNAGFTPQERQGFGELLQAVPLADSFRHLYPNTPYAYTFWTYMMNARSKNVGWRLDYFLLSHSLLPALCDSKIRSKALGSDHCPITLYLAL
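Measures dequenching upon AP-site incision of a 5'-TAMRA/3'-BHQ-2 THF-containing duplex, 50 nM; human APE1 0.75 nM after 15 min room-temperature exposure to compound; kinetic three-point read at one-minute spacing.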
POLK inh = DNA polymerase kappa (human) inhibition; Potency, µM (doses to about 107 µM), for inactives: top-dose activity, negative = inhibition, hits mostly inhibitors; Q9UBT6; purified Pol kappa, fluorescent DNA synthesis assay, 10 min; actives 0.53% (n = 400,000); also: potency is read from the fitted curve at half-maximal effect; % is scaled to controls: 0 for no effect and ±100 for the full control effect
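10 nM Pol kappa preincubated 15 min at room temperature with compounds, then reaction started with substrate at 50 nM final. Fluorescence read kinetically at 0 and 10 min; buffer-only wells served as negative control.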
LDHA block = LDHA (human) enzyme inhibition | P00338 | purified LDHA, NADH/diaphorase-resazurin fluorescence; active compounds read low | activity change, % (values are at about 110 or 230 µM) | actives 0.15% (n = 480,000) | AID 1347041; in the data active = activity change below about -30%; inconclusive = mostly about -25% to -30%;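 also: plate controls were DMSO wells for no effect and wells without enzyme for full effect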
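Enzyme activity of human lactate dehydrogenase 5 (2 nM; 0.06 mM NADH, 0.2 mM pyruvate, 5 min, RT) is measured via a resazurin/diaphorase fluorescence readout of residual NADH.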
Glioma ERSR ind = induces the endoplasmic reticulum stress response in human glioma cells. U87-MG GRP78 promoter luciferase reporter, 16 h. Potency, µM, for inactives: at the highest dose activation, actives largely listed as activators. actives 0.02% (n = 420,000). AID 602332; also: potency is read from the fitted curve at half-maximal effect; series mostly up to about 76 µM; % of control where 0% means no effect; nearly all actives have a fitted effect of over 35% in size
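Stably transfected U87-MG glioma cells carrying a GRP78-based luciferase sensor; 16 h compound incubation. Luminescence end-point read 10 min after Bright-Glo addition at room temperature.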
BLM inh = Bloom syndrome helicase (human) inhibition; P54132; recombinant BLM DNA unwinding, fluorescence dequenching; Potency, µM (series often up to 56.1 µM), inactives show at the top dose activity change, negative = inhibition, hits mostly inhibitors; actives 0.2% (n = 350,000); AID 2528;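 also: potency is read from the fitted curve at half-maximal effect; plate controls were vehicle for no effect and no enzyme for full effect; nearly all actives have a fitted effect of over 35% in size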
POLH inh = blocks human DNA polymerase eta activity; recombinant Pol eta, fluorescent DNA replication assay; Potency, µM (series often up to 114 µM), for the others: at the highest dose activity change, negative = inhibition, usual class: inhibitors; AID 588591; actives 1.2% (n = 390,000); also: potency is read from the fitted curve at half-maximal effect; % is scaled to controls: 0 for no effect and ±100 for the full control effect
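Pol eta at 10 nM preincubated with compounds 15 min at room temperature; reaction started with fluorescent substrate (50 nM final) and read kinetically at 0 and 10 min.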
Apoferritin bind = candidate novel general anesthetic via apoferritin binding; P02791; apoferritin/1-aminoanthracene competitive binding, fluorescence; Potency, µM (series often up to 77.5 µM), without a hit: at the top dose activity change, negative = displacement, actives largely listed as inhibitors; actives 0.074% (n = 350,000); also: potency is read from the fitted curve at half-maximal effect; % is scaled to controls: 0 for no effect and ±100 for the full control effect; nearly all actives have a fitted effect of over 20% in size
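Horse-spleen apoferritin (10 uM) in 50% saturated 1-aminoanthracene in PBS was incubated 10 min at room temperature with compound. Fluorescence (ex 380, em 535 nm) was normalized to free and bound 1-AMA, with concentration-response fitted by a four-parameter Hill equation.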
* hit, by the source's call; ? = inconclusive; . = no result given; & = joins results of further samples; [ ] = dose if it differs, or a comment. Unless noted, calls follow the shape of the dose curve; as a rule, active = well fitted curve in the direction sought with a large enough effect; inconclusive = small, poorly fitted or top-dose-only effect, or another doubt; inactive = no such curve, though single readings can be large; an effect the other way counts as inactive or inconclusive. An excerpt. The share of hits here may be higher or lower than overall.

nr	SMILES	POLI inh	POLB inh	APE1 inh	POLK inh	LDHA block	Glioma ERSR ind	BLM inh	POLH inh	Apoferritin bind
1	COc1ccccc1CNC(=O)CCn1c(=O)sc2ccccc21	8%	35%	-4%	-7%	-12	0%	-3%	3%	-9%
2	COCCCn1cc(C(=O)c2cc(OC)ccc2OCC(=O)N2CCCCC2C)cc(C#N)c1=O (stereo unspecified)	88%[activator]	6%	3%	3%	-1	2%	-2%	-21%	-10%
3	CCCCCOC(=O)C1=C(C)NC(=O)NC1c1ccc([N+](=O)[O-])cc1 (stereo unspecified)	70%[activator]	19%	-4%	-18%	-3	-8%	-1%	-3%	-21%
4	COc1cc(OC)c(C2CC(=O)Nc3ccc4ccccc4c32)cc1OC (stereo unspecified)	?	-21%	.	-31%	7	-2%	1%	-22%	-1%
5	Oc1ccc(NC(=S)Nc2ccccc2)cc1	-24%&1%	21%&30%	?	9%&-1%	4&-5	4%&-2%	-4%&-8%	-6%&-13%	-10%&-16%
6	O=C(NC1CC1)C1=C[C@@H](c2ccc(Br)cc2)C[C@@H](OCc2ccc(CO)cc2)O1	2%	-1%	-4%	-16%	-4	2%	-6%	?	5%
7	Cc1nc(S/C(=C/c2ccc(-c3ccc(Cl)cc3)o2)C(=O)O)n[nH]1	-5%	18%	3%	-21%	-2	9%	0%	25µM*	0%
8	Cc1ccccc1-n1c(SCC(=O)NCC2CCCO2)nnc1-c1ccncc1 (stereo unspecified)	87%[activator]	.	-18%	-10%	-3	-2%	.	-21%	.
9	COc1ccccc1NC(=O)NCC(=O)Nc1ccc(F)c(F)c1	0%	-1%	-4%	5%	-4	-1%	-3%	2%	-8%
10	CCOC(=O)C1=CN(Cc2ccco2)S(=O)(=O)NC1c1ccc(C(F)(F)F)cc1 (stereo unspecified)	52%[activator]	.	-20%	-1%	0	-1%	.	-25%	.
11	O=C1NC2=C(C(=O)OC2)C(c2ccc(OC(F)(F)F)cc2)N1 (stereo unspecified)	34%[activator]	22%	1%	1%	-6	-7%	-4%	-22%	-4%
12	O=C(c1ccccc1-c1nc2ccccc2[nH]1)N1CCOCC1	13%	13%	-4%	-10%	-1	-17%	0%	-11%	-1%
13	CCC(C)(C)NC(=O)C(c1sccc1C)N(Cc1ccco1)C(=O)c1csnn1 (stereo unspecified)	18%	2%	15%	-1%	-2	-5%	-6%	?	2%
14	CC(=O)NC(Cc1cccc(F)c1)C(=O)NC1CCN(C(=O)Nc2ccccc2)CC1 (stereo unspecified)	17%	25%	23%	-1%	-6	4%	-3%	-8%	5%
15	CN(C)CC(=O)Nc1ccc(Oc2ccc(Cl)cc2)cc1	9%	2%	1%	-14%	-14	0%	-4%	3%	?

Some values from the list:
COc1ccccc1CNC(=O)CCn1c(=O)sc2ccccc21 | APE1 inh = -4%
Cc1nc(S/C(=C/c2ccc(-c3ccc(Cl)cc3)o2)C(=O)O)n[nH]1 | Apoferritin bind = 0%

Remaining list, next part
nr	SMILES	POLI inh	POLB inh	APE1 inh	POLK inh	LDHA block	Glioma ERSR ind	BLM inh	POLH inh	Apoferritin bind
16	CC(C)CCOP(=O)(c1ccc(N(C)C)cc1)C(O)c1ccc(Cl)cc1Cl (stereo unspecified)	-8%	-29%	-1%	-18%	9	-5%	-18%	-13%	-8%
17	CCCCN1C(=O)C(O)(CC(=O)c2ccc(C)cc2C)c2cc(Br)ccc21 (stereo unspecified)	-15%	14%	.	-5%	-1	-1%	-12%	-26%	-14%
18	Cn1cnnc1SCC(=O)Nc1ncc(C(F)(F)F)cc1Cl	-6%	4%	1%	-17%	-4	3%	0%	-5%	-4%
19	CCn1c(N)[n+](CC(=O)Nc2ccc(SC(F)F)cc2)c2ccccc21	42%[activator]	-8%	-2%	-4%	-7	-7%	-7%	-10%	-1%
20	CCCCNC(=O)CCCCCn1c(=O)[nH]c2ccccc2c1=O	-16%	-10%	.	0%[60.1 µM]	4	-2%	-6%	-14%	-8%
21	CCNC(=S)NNC(=O)Cn1c(=O)c2c(ncn2CCOC)n(Cc2ccccc2)c1=O	7%	15%	21%	-21%	-4	5%	-1%	-18%	-13%
22	Cc1nn(C)c(Cl)c1/C=C/C(=O)O	63%[activator]	-6%	5%	2%	1	3%	-4%	-3%	-6%
23	O=C(/C=N/O)NCCN1CCCCC1	16%	3%	-3%	-7%	-8	-1%	1%	-4%	-8%
24	CC(=O)NC(=S)Nc1ccc(NC(=O)COc2ccc(Cl)cc2Cl)cc1	16%	-2%	0%	-9%	-3	13%	-3%	-6%	-17%
25	CC(C)CN1CCC(=O)N(CCO)CC1	-28%&92%	22%	53%[activator]	0%&-29%	-1	-4%&-2%	0%	1%	-1%
26	O=c1oc2ccccc2c(Nc2ccccc2O)c1[N+](=O)[O-]	50%[activator]	?	-2%	-3%	5	2%	-3%	-15%	-15%
27	CCOc1ccc(N(CC(=O)NC2CC3CCC2C3)S(=O)(=O)c2ccccc2)cc1 (stereo unspecified)	31%[activator]	-1%	6%[12.4 µM]	8%	0	-4%	-5%	-13%	1%
28	Cc1cccc(OCC(O)Cn2ccnc2C)c1 (stereo unspecified)	-19%	26%	18%	2%	-5	-1%	-4%	5%	-1%
29	Cc1ccc(C)c2[nH]c(=O)c(CN(CCN3CCOCC3)Cc3nnnn3CC3CCCO3)cc12 (stereo unspecified)	-3%	6%	15%	0%	9	-3%	4%	-9%	-6%
30	COc1ccc(-n2nc(C(=O)NCC(=O)N3CCN(c4ccccc4)CC3)c3ccccc3c2=O)c(OC)c1	13%	8%	-15%	-4%	-11	4%	-10%	-3%	4%
31	FC(F)Sc1ccc(-n2cc(-c3ccccc3)[n+]3c2CCC3)cc1	41%[activator]	-17%	8%	-13%	-16	2%	2%	-7%	-2%
32	O=C(CSc1nc2ccccc2nc1Cc1ccccc1F)Nc1cccc(C(F)(F)F)c1	4%	2%	.	-8%	-6	0%	-5%	-4%	-18%
33	Cc1cc(NC(=O)c2ccc(Cl)cc2Cl)n(CCC#N)n1	29%	25%	-6%	3%	1	1%	-1%	1%	2%
34	O=C(c1cccc(NS(=O)(=O)c2ccc(F)c(F)c2)c1)N1CCN(Cc2ccccc2)CC1	17%	2%	7%	-4%	1	-4%	1%	-20%	2%
35	CSc1ccccc1NC(=O)Nc1cccc(F)c1	71%[activator]	1%	1%	-16%	-8	2%	-7%	-11%	-16%
36	CN(C)c1ccc(-c2nc(-c3cccs3)c(-c3cccs3)[nH]2)cc1	-1%	3%	.	-12%	2	-3%	-11%	-13%	48%[activator]
37	CC(=O)c1cccc(NC(=O)CN(C)S(=O)(=O)c2ccc3c(c2)CC(C)N3C(C)=O)c1 (stereo unspecified)	26%	15%	29%	3%	-3	1%	0%	-13%	-7%
38	CCC(=O)Oc1c(Sc2ccc(C)cc2)c(C)nn1-c1ccccc1	?	30%	.	0%	-1	-4%	1%	-18%	-8%
39	Cc1ccc(CN(c2ccc(C(=O)NCC3CCCO3)cc2)S(C)(=O)=O)cc1 (stereo unspecified)	13%	11%	0%	-8%	-12	-4%	3%	?	-5%
40	COC(=O)c1ccc(NC(=O)CCN2CCOCC2)cc1	-13%	5%	35%	3%	-1	0%	-1%	-1%	-1%
41	COc1ccccc1-c1nc(SCC(=O)N2CCOCC2)n[nH]1	93%[activator]	-17%	-4%	-1%	-3	14%	-5%	-13%	-8%
42	CN1CCN(Cc2c(O)ccc3cc(-c4ccccc4)c(=O)oc23)CC1	9%	16%	.	-2%[60.1 µM]	1	-1%	1%	-24%	.
43	CCC1Nc2ncnc(N3CCCCC3)c2N(Cc2ccccc2)C1=O (stereo unspecified)	?	.	3%	2%	4	-7%	.	89µM*	.
44	CC(=O)Oc1ccc(-c2csc(Nc3ccc(S(N)(=O)=O)cc3)n2)cc1	17%	-14%	2%	-7%	-3	3%	-9%	-5%	-10%
45	COc1ccc(OC)c(C2CC(c3ccccc3)=NN2C(=S)Nc2ccccc2)c1 (stereo unspecified)	?	?	-4%	-14%	-11	0%	-6%	-9%	-5%
46	Cc1nc2ccccc2nc1CSc1nncs1	7%	5%	20%	-9%	-2	-2%	-7%	-7%	-8%
47	O=C(CN1CCCC1)Nc1ccc(NC(=O)Nc2ccccc2)cc1	3%	3%	-3%	-6%	-10	-1%	-7%	-12%	-13%
48	O=C(CSc1ncn[nH]1)N1CCN(c2nnc(-c3ccccc3)c3ccccc23)CC1	25%	-11%	-2%	-4%	0	-4%	0%	-17%	4%
49	COc1ccc(C2C(C(=O)OCC(=O)Nc3ccc(C)cc3)CCC(=O)N2c2ccc(OC)cc2)cc1 (stereo unspecified)	-9%	11%	-6%	-9%	-2	-4%	-5%	-18%	?
50	O=C(COc1ccc(Cl)cc1)N1CCN(S(=O)(=O)c2ccc(Cl)cc2)CC1	1%	-1%	-3%	16%	0	2%	-3%	-16%	-4%
51	O=C(Cc1c(F)cccc1Cl)NCCc1c[nH]c2ccccc12	3%	3%	?	-8%	1	1%	-3%	0%	-2%
52	COc1ccc(N2CCN(C(=O)C3CCN(C(=O)c4ccc([N+](=O)[O-])cc4)CC3)CC2)cc1	19%	26%	-2%	-7%	-2	-4%	0%	-12%	-6%
53	O=c1[nH]cnc2c1sc(=S)n2-c1ccccc1	-6%	-1%	-10%	-14%	-1	-4%	-1%	6%	-3%
54	Cc1cccc(NC(=O)CSCc2cc(=O)n3ccsc3n2)c1C	1%	0%	-17%	-13%	0&-4	-5%	2%	1%	-4%
55	Oc1c(C(c2ccccc2Cl)N2CCCC2)ccc2cccnc12 (stereo unspecified)	-4%	0%	0%	-6%	3	-1%	-1%	-5%	?

Profiles, looked up by structure. Order of screens: POLI inh	POLB inh	APE1 inh	POLK inh	LDHA block	Glioma ERSR ind	BLM inh	POLH inh	Apoferritin bind
`O=C(COc1ccc(Cl)cc1)N1CCN(S(=O)(=O)c2ccc(Cl)cc2)CC1` in the list: 1%	-1%	-3%	16%	0	2%	-3%	-16%	-4%
`O=C(CSc1ncn[nH]1)N1CCN(c2nnc(-c3ccccc3)c3ccccc23)CC1` in the list: 25%	-11%	-2%	-4%	0	-4%	0%	-17%	4%
